RGS4 block: RGS4 inhibitors, primary screen, cell-based, HEK293 M3R inducible RGS4, calcium flux | 0.45% of 310,000 active | B-score at 10 µM | AID 463165, 2010 | Fluo-4 calcium flux; hits give high values; triggered by carbachol at its EC20;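 active means B-score, a plate-corrected calcium signal, over three deviations above library mean, with baseline fluorescence within five deviations of library mean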;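 further: RGS4 expression induced by doxycycline in cells with stable M3 receptor; B-score is computed from the integrated fluorescence ratio over baseline after carbachol; higher B-score means a larger calcium signal and so more RGS4 inhibition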
DYRK1A inh: rat Dyrk1A kinase inhibitors, primary screen, biochemical, single point, plate reader; 0.43% of 310,000 active; Dual specificity tyrosine-phosphorylation-regulated kinase 1A (Rattus norvegicus), Q63470; inhibition, % at 12.5 µM; AID 504441, 2011; ADP-Glo luminescence, NFATc1 peptide; in the data active means inhibition above about 50%;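 further: plate controls were vehicle with enzyme for no effect and no enzyme for full effect; many of its hits are not listed in these tables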
RGS4 act: RGS4 potentiators or activators, primary screen, cell-based, HEK293 M3R inducible RGS4, calcium flux; AID 463111, 2010; carbachol calcium flux Fluo4; hits give low values; 0.92% of 310,000 active; B-score at 10 µM;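 active means B-score of the integrated calcium signal more than 4 SD below the library mean, with starting fluorescence not abnormally high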;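 further: negative B-score means reduced calcium response which marks RGS4 activation or potentiation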
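Reagent: ECmax carbachol challenge; Test system: M3R-expressing HEK293 line, RGS4 induced by doxycycline; Schedule: overnight RGS4 induction, 30 min dye load 37 °C, 20 min compound RT; Detection: calcium dye Fluo4 fluorescence; Read-out: Agonist-evoked peak-minus-minimum fluorescence over baseline, integrated ratio, B score.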
GSK3 alpha inh: blockers of GSK3A enzyme activity – biochemical, luminescence, cell-free homogeneous, HTS, primary screen; AID 2650, 2010; 0.1% of 320,000 active; GSK-3 alpha kinase, ADP-Glo luminescence, 60 min; inhibition, % at 10 µM; Glycogen synthase kinase-3 alpha (Homo sapiens), P49840;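 in the data active means inhibition above about 50%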;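 further: GST-tagged GSK-3 alpha with peptide substrate and 25 µM ATP; 0% = DMSO neutral wells and 100% = GW8510 positive control wells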
hERG protect: hERG rescue from dofetilide block, primary screen, cell-based, CHO-hERG, FluxOR thallium flux, dofetilide IC70. dofetilide IC70 present. activation (rescue from dofetilide block), less the hit threshold, % at 10 µM. 0.51% of 310,000 active. AID 1511, 2009;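 active means activation above the mean of controls blocked by dofetilide plus 5 SD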;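 further: thallium influx through hERG after potassium depolarization seen as dye fluorescence rise; in these data hits start at about 4.7%; inactives centre near -7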
KCNK3 block: human KCNK3 channel inhibitors, primary screen, CHO cells, FluxOR thallium flux, B-score; Potassium channel subfamily K member 3 (Homo sapiens), O14649; FluxOR fluorescence; hits give low values; 0.84% of 340,000 active; B-score at 10 µM;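 active means B-score under library mean minus 4 SD, starting fluorescence ratio at most library mean plus 5 SD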;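 further: more negative B-score means stronger inhibition of thallium flux through KCNK3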
GSK3beta inhib: human GSK3beta kinase inhibitors, primary screen, biochemical, cell-free homogeneous, HTS; Glycogen synthase kinase-3 beta (Homo sapiens), P49841; 0.038% of 300,000 active; activity score (negative = inhibition), % at 10 µM; GST-GSK3beta kinase, ADP-Glo luminescence, 60 min; hits give low values; AID 2097, 2009;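 active means more than half of replicate wells score below -50%, meaning over 50% inhibition versus plate controls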;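 further: 0% = median DMSO wells and -100% = median GW8510 positive control wells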
Target sequence (P49841 whole entry, looked up): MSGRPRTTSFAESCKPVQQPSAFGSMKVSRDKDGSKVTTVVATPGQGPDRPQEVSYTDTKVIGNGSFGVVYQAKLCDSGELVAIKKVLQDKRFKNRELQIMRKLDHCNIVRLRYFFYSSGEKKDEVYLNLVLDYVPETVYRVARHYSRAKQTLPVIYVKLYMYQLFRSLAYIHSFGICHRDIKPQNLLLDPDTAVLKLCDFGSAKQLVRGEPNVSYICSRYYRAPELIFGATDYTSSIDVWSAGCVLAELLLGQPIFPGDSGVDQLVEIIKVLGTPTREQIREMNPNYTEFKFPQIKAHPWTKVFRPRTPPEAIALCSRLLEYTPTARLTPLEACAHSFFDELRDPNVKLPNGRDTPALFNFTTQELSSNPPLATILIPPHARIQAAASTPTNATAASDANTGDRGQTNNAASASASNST
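Test system – GST-tagged human GSK3beta kinase, cell-free · Incubation – 60 min enzyme reaction, room temperature · Signal – ADP-Glo luminescence · Also added – peptide substrate and ATP at 25 µM · Controls – DMSO neutral wells and GW8510 at 20 µM as positive · Buffer or medium – Tris/MgCl2 kinase buffer · Measure – Luminescence-derived activity versus plate DMSO and GW8510 wells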
KCNQ1 pot: potentiators or activators of KCNQ1 channel, primary screen, cell-based, thallium flux, high-throughput. Potassium voltage-gated channel subfamily KQT member 1 (Homo sapiens), P51787. CHO-K1 KCNQ1, thallium flux FluxOR fluorescence; hits give high values. B-score at 10 µM. 0.35% of 310,000 active. AID 2648, 2010;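 active means fluorescence ratio B-score, a plate-corrected score, at least three library SD, with initial intensity B-score within 5 SD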
Target sequence (P51787 whole entry, looked up): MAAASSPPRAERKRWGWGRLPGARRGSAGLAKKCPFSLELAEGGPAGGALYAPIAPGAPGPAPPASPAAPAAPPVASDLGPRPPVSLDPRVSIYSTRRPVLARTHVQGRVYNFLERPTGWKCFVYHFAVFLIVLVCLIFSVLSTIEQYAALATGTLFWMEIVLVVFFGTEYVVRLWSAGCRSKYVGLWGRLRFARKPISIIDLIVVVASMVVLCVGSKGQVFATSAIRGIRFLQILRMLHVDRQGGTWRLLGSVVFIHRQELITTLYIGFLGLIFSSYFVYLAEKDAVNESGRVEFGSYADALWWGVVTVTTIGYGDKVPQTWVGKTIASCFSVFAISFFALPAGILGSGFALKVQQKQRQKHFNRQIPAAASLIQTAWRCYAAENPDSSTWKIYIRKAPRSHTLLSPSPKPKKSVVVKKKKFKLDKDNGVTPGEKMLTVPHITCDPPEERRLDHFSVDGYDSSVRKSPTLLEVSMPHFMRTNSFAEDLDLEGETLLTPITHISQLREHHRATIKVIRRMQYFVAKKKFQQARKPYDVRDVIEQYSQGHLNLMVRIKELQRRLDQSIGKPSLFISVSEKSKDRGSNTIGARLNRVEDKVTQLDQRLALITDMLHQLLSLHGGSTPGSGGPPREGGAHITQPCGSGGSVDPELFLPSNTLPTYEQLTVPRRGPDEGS
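Doses: Single concentration per compound, DMSO matched to controls | Test system: KCNQ1-transfected CHO-K1 cells | Timing: 90 min dye loading and 20 min compound exposure, both at room temperature | Measured by: Kinetic FluxOR thallium fluorescence, 10-s 1-Hz baseline, 110-s post-stimulus read | Medium: Assay buffer with matched DMSO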
KCNK9 block: KCNK9 potassium channel inhibitors, primary screen, HEK293 cells, thallium flux; Potassium channel subfamily K member 9 (Homo sapiens), Q9NPC2; FluxOR thallium flux fluorescence; hits give low values; B-score at 10 µM; 1.2% of 310,000 active; AID 488922, 2010;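 active means ratio B-score over 3 SD below the library mean, with starting fluorescence within 5 SD of its mean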;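 further: negative B-score means less thallium flux so channel inhibition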
KCNQ1 block: inhibitors of human KCNQ1 channel, primary screen, cell-based, thallium flux, high-throughput; B-score at 10 µM; 1.3% of 310,000 active; AID 2642, 2010; CHO-K1 KCNQ1, FluxOR thallium flux fluorescence; hits give high values;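 active means compounds whose thallium flux B-score, printed positive for inhibition, exceeds three library SD while starting fluorescence stays within three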;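 further: channel opened by potassium depolarization with thallium stimulus after 20 min compound exposure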
PolyA inh: polyadenylation inhibitors in yeast reporter cells, primary screen, luminescence, S. cerevisiae; S. cerevisiae SKY197-pL101 polyadenylation reporter, beta-gal luminescence; efflux-impaired pdr1/pdr3 knockout yeast; score 100 = 6 SD above DMSO; calls only at 12 µM; 0.02% of 300,000 active;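 active means lowest replicate activity score at least 50, where 100 means six control SD above control mean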;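 further: yeast exposed to compound for 9 h at 30 °C; higher score means more reporter readthrough which indicates perturbed polyadenylation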
* = called active by the depositor. The list is partial; count on the stated rates, not on these rows.

COc1ccc(CNC(=O)C2CCN(C(=O)c3csc(Nc4ccc(C)cc4)n3)CC2)cc1 was read as RGS4 block inactive, DYRK1A inh 0, RGS4 act inactive, GSK3 alpha inh -1, hERG protect -11, KCNK3 block inactive, GSK3beta inhib 2, KCNQ1 pot inactive, KCNK9 block inactive, KCNQ1 block inactive and PolyA inh inactive.
For O=C(Nc1nc(-c2ccc(F)cc2)cs1)c1cccnc1 the results were RGS4 block inactive, DYRK1A inh -1, RGS4 act inactive, GSK3 alpha inh 2, hERG protect 2, KCNK3 block inactive, GSK3beta inhib -1, KCNQ1 pot inactive, KCNK9 block inactive, KCNQ1 block inactive and PolyA inh inactive.
`O=C(CSc1nnc(-c2ccc(Br)cc2)o1)N1CCN(C(=O)c2ccco2)CC1` gave RGS4 block inactive, DYRK1A inh -3, RGS4 act inactive, GSK3 alpha inh 0, hERG protect -4, KCNK3 block inactive, GSK3beta inhib 0, KCNQ1 pot inactive, KCNK9 block inactive, KCNQ1 block inactive and PolyA inh inactive.
For COC(=O)c1cc2c(N)c(C(=O)c3ccccc3)sc2nc1C(OC)OC the results were RGS4 block inactive, DYRK1A inh 1, RGS4 act inactive, GSK3 alpha inh -8, hERG protect -11, KCNK3 block inactive, GSK3beta inhib -1, KCNQ1 pot inactive, KCNK9 block inactive, KCNQ1 block inactive and PolyA inh inactive.
Screening COc1cc2c(cc1OC)CN(Cc1cc(OC)c(O)c(OC)c1)CC2 returned RGS4 block inactive, DYRK1A inh -5, RGS4 act inactive, GSK3 alpha inh -2, hERG protect -8, KCNK3 block inactive, GSK3beta inhib -7, KCNQ1 pot inactive, KCNK9 block inactive, KCNQ1 block inactive and PolyA inh inactive.
Screening Cc1cc(N2CCN(C(c3ccccc3)c3ccc(Cl)cc3)CC2)n2ncnc2n1 (stereo not drawn) returned RGS4 block inactive, DYRK1A inh 9, RGS4 act inactive, GSK3 alpha inh -4, hERG protect -19, KCNK3 block inactive, GSK3beta inhib -3, KCNQ1 pot inactive, KCNK9 block inactive, KCNQ1 block inactive and PolyA inh inactive.
`Cc1ccc(CNC(=O)c2cc3c(C)nc4ccccc4c3o2)cc1` gave RGS4 block inactive, DYRK1A inh 9, RGS4 act inactive, GSK3 alpha inh 2, hERG protect -12, KCNK3 block inactive, GSK3beta inhib -2, KCNQ1 pot inactive, KCNK9 block inactive, KCNQ1 block inactive and PolyA inh inactive.
For CCOC(=O)c1ccc(NC(=O)c2ccc(CO)c(C(=O)NC3CCN(C(=O)OCC)CC3)c2)cc1 the results were RGS4 block inactive, DYRK1A inh 1, RGS4 act inactive, GSK3 alpha inh 0, hERG protect -8, KCNK3 block inactive, GSK3beta inhib 0, KCNQ1 pot inactive, KCNK9 block inactive, KCNQ1 block inactive and PolyA inh inactive.
CCOC(=O)CSc1nc2ccccc2c(=O)n1-c1ccc(C)cn1 was read as RGS4 block inactive, DYRK1A inh -1, RGS4 act inactive, GSK3 alpha inh 0, hERG protect -6, KCNK3 block inactive, GSK3beta inhib 0, KCNQ1 pot inactive, KCNK9 block inactive, KCNQ1 block inactive and PolyA inh inactive.
CC(Nc1nc(-c2ccc(F)cc2)cs1)c1nc2cc(Cl)c(Cl)cc2n1CCCO (stereo not drawn) was read as RGS4 block inactive, DYRK1A inh 2, RGS4 act inactive, GSK3 alpha inh 2, hERG protect -11, KCNK3 block inactive, GSK3beta inhib 1, KCNQ1 pot inactive, KCNK9 block inactive, KCNQ1 block inactive and PolyA inh inactive.
Screening COc1ccc(CCNC(=O)CN2C(=O)C3(OCCCO3)c3ccccc32)cc1OC returned RGS4 block inactive, DYRK1A inh 2, RGS4 act inactive, hERG protect -2, KCNK3 block inactive, GSK3beta inhib 1, KCNQ1 pot inactive, KCNK9 block inactive, KCNQ1 block inactive and PolyA inh inactive.
For CCCCN(C)CCNC(=O)c1ccc2c(c1)NC(=O)C(N1CCCCC1)S2 (stereo not drawn) the results were RGS4 block inactive, DYRK1A inh 0, RGS4 act inactive, GSK3 alpha inh 0, hERG protect -4, KCNK3 block inactive, GSK3beta inhib 1, KCNQ1 pot inactive, KCNK9 block inactive, KCNQ1 block inactive and PolyA inh inactive.
For C#CC[N+](CC)(CC)CC#Cc1ccccc1 the results were RGS4 block inactive, RGS4 act inactive, GSK3 alpha inh -3, hERG protect -4, KCNK3 block inactive, GSK3beta inhib 0, KCNQ1 pot inactive, KCNK9 block inactive, KCNQ1 block inactive and PolyA inh inactive.
Screening CCCCCCCNC(=O)C1CC(=O)N(C)C(=Nc2ccc(OC)cc2)S1 (stereo not drawn) returned RGS4 block inactive, DYRK1A inh 1, RGS4 act inactive, GSK3 alpha inh -3, hERG protect -10, KCNK3 block inactive, GSK3beta inhib 0, KCNQ1 pot inactive, KCNK9 block inactive, KCNQ1 block inactive and PolyA inh inactive.
Screening COc1ccc(NC(=O)C2CCCO2)c(OC)c1 (stereo not drawn) returned RGS4 block inactive, DYRK1A inh 19, RGS4 act inactive, GSK3 alpha inh -1, hERG protect -5, KCNK3 block inactive, GSK3beta inhib -2, KCNQ1 pot inactive, KCNK9 block inactive, KCNQ1 block inactive and PolyA inh inactive.
Screening Cc1ccc(C(=O)Nc2nccs2)s1 returned RGS4 block inactive, DYRK1A inh 8, RGS4 act inactive, GSK3 alpha inh -2, hERG protect -3, KCNK3 block inactive, GSK3beta inhib -6, KCNQ1 pot inactive, KCNK9 block inactive, KCNQ1 block inactive and PolyA inh inactive.
`CCOc1ccc(C(=O)Nc2cccc(-c3ccc4nncn4n3)c2)cc1` gave RGS4 block inactive, DYRK1A inh -3, RGS4 act inactive, GSK3 alpha inh -2, hERG protect -11, KCNK3 block inactive, GSK3beta inhib -5, KCNQ1 pot inactive, KCNK9 block inactive, KCNQ1 block inactive and PolyA inh inactive.
For Cc1cc(N/N=C/c2ccccc2F)c2ccccc2n1 the results were RGS4 block inactive, DYRK1A inh 7, RGS4 act inactive, GSK3 alpha inh -1, hERG protect -7, KCNK3 block inactive, GSK3beta inhib -1, KCNQ1 pot inactive, KCNK9 block inactive, KCNQ1 block inactive and PolyA inh inactive.
Screening COc1cccc(C2CC(C(F)(F)F)n3ncc(C(=O)Nc4c(C)n(C)n(-c5ccccc5)c4=O)c3N2)c1 (stereo not drawn) returned RGS4 block inactive, DYRK1A inh 3, RGS4 act inactive, GSK3 alpha inh -2, hERG protect -6, KCNK3 block inactive, GSK3beta inhib 1, KCNQ1 pot inactive, KCNK9 block inactive, KCNQ1 block inactive and PolyA inh inactive.
For COCCn1c(SC(C(=O)Nc2cc(C)ccc2OC)c2ccccc2)nnc1-c1ccc(Cl)cc1 (stereo not drawn) the results were RGS4 block inactive, DYRK1A inh -4, RGS4 act inactive, GSK3 alpha inh -2, hERG protect -11, KCNK3 block inactive, GSK3beta inhib 4, KCNQ1 pot inactive, KCNK9 block inactive, KCNQ1 block inactive and PolyA inh inactive.

The last 2 entries of the section above lead into the next.
Screening COc1cccc(C2CC(C(F)(F)F)n3ncc(C(=O)Nc4c(C)n(C)n(-c5ccccc5)c4=O)c3N2)c1 (stereo not drawn) returned RGS4 block inactive, DYRK1A inh 3, RGS4 act inactive, GSK3 alpha inh -2, hERG protect -6, KCNK3 block inactive, GSK3beta inhib 1, KCNQ1 pot inactive, KCNK9 block inactive, KCNQ1 block inactive and PolyA inh inactive.
For COCCn1c(SC(C(=O)Nc2cc(C)ccc2OC)c2ccccc2)nnc1-c1ccc(Cl)cc1 (stereo not drawn) the results were RGS4 block inactive, DYRK1A inh -4, RGS4 act inactive, GSK3 alpha inh -2, hERG protect -11, KCNK3 block inactive, GSK3beta inhib 4, KCNQ1 pot inactive, KCNK9 block inactive, KCNQ1 block inactive and PolyA inh inactive.
Screening CCn1c(=O)n(CC)c2cc(N3CCCC3)c(NC(=O)c3cc(Cl)ccc3OC)cc21 returned RGS4 block inactive, DYRK1A inh -4, RGS4 act inactive, GSK3 alpha inh 0, hERG protect -6, KCNK3 block inactive, GSK3beta inhib 1, KCNQ1 pot inactive, KCNK9 block inactive and KCNQ1 block inactive.
COC(=O)C(NC(=O)CCC(=O)N[C@@H](C(=O)OC)c1ccccc1)c1ccccc1 (stereo partly drawn) was read as RGS4 block inactive, DYRK1A inh 10, RGS4 act inactive, GSK3 alpha inh -1, hERG protect -2, KCNK3 block inactive, GSK3beta inhib -5, KCNQ1 pot inactive, KCNK9 block inactive, KCNQ1 block inactive and PolyA inh inactive.
Screening COC(=O)c1cccc(NC(=O)CCSc2ccc(Cl)cc2)c1C returned RGS4 block inactive, DYRK1A inh 1, RGS4 act inactive, GSK3 alpha inh -1, hERG protect -1, KCNK3 block inactive, GSK3beta inhib -1, KCNQ1 pot inactive, KCNK9 block inactive, KCNQ1 block inactive and PolyA inh inactive.
For Cc1ccc(NC(=S)NC(NC(=O)N(C)C)C(Cl)(Cl)Cl)cc1 (stereo not drawn) the results were RGS4 block inactive, DYRK1A inh 1, RGS4 act inactive, GSK3 alpha inh -3, hERG protect -13, KCNK3 block inactive, GSK3beta inhib 5, KCNQ1 pot inactive, KCNK9 block inactive, KCNQ1 block inactive and PolyA inh inactive.
Screening Cc1ccc(NC(=O)C2C3C=CC4(O3)C2C(=O)N(CCCN2CCCCC2)C4C(=O)NC2CCCCC2)cc1Cl (stereo not drawn) returned RGS4 block inactive, DYRK1A inh 7, RGS4 act inactive, GSK3 alpha inh -2, hERG protect -9, KCNK3 block inactive, KCNQ1 pot inactive, KCNK9 block inactive, KCNQ1 block inactive and PolyA inh inactive.

Screening results as filed in PubChem.
